HEK293 viab: GF-AFC viability counterscreen for inhibitors of alpha-synuclein gene (SNCA) expression | HEK-293-SNCA-luc viability, GF-AFC fluorescence, 24 h | 0.12% of 150,000 active | AID 1671193, 2021 | Potency, µM (highest dose often 57.1 µM), for inactives: at the highest dose activity change, negative = cytotoxicity, most hits filed as cytotoxic;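 further: potency means the concentration at half of the fitted maximal effect; 0% = DMSO-treated cells and -100% = medium-only wells without cells; nearly all actives have a fitted effect of over 30% in size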
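HEK-293-SNCA-luc cells (1500/well) plated 24 h, then exposed 24 h to a dilution series; GF-AFC added 30 min at 37C, fluorescence 405/540 nm; normalised to medium-only and DMSO wells, Hill fit.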
IP6K1 inh: Primary qHTS assay for small molecule inhibitors of Inositol hexaphosphate kinase 1 (IP6K1). activity change, % (series mostly up to about 58 µM). Inositol hexakisphosphate kinase 1 (Homo sapiens), Q92551. IP6K1 kinase, ADP-Glo luminescence, 2 h; hits give low values. 0.81% of 140,000 active; in the data active means activity change below about -25%
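ADP-Glo luminescence measures ADP made by human IP6K1 during a 2 h RT reaction with ATP/IP6 (mix at 1.3 mM/130 uM); top library doses 57.5 and 19.1 uM final.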
GPT2 inh: Primary qHTS assay for inhibitors of Glutamate pyruvate transaminase 2 (GPT2); Potency, µM (titrated, usually from 57.7 µM), inactives show top-dose activity change, negative = inhibition, hits mostly inhibitors; AID 1671188, 2021; Recombinant GPT2, coupled pyruvate oxidase/HRP Amplex Red fluorescence; 0.25% of 100,000 active; further: potency means the concentration at half of the fitted maximal effect; nearly all actives have a fitted effect of over 60% in size; many of its hits are not listed in these tables
Target sequence (Q8TD30 whole entry, looked up): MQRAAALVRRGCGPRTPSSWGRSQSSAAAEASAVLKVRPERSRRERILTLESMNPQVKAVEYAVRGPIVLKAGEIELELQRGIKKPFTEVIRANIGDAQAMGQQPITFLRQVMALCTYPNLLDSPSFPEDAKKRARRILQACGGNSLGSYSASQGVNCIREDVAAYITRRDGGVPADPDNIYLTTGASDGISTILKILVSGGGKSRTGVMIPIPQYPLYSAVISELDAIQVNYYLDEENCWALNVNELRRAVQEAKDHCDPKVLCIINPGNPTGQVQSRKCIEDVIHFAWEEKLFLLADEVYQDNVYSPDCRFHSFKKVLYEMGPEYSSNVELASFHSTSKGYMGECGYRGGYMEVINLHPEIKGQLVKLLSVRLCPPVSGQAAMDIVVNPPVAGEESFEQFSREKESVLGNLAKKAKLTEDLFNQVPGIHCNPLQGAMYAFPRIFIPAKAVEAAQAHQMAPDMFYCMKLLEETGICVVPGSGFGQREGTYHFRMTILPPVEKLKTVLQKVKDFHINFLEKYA
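Fluorescence read-out: pyruvate from GPT2 turnover coupled to pyruvate oxidase, HRP and Amplex Red (0.2mM ThPP, 0.2U/mL PO and HRP, 50uM Amplex final). Substrates 250uM a-KG, 2mM L-alanine; enzyme 10ng/uL; 30 min RT.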
NIH3T3 tox: Cytotoxic Profiling in NIH 3T3 Cell Line of Diverse Libraries Using Quantitative High-Throughput Screening | 4.3% of 94,000 active | AID 1345082, 2018 | Potency, µM (top dose mostly 96.7 µM), inactives show at the highest dose activity change, negative = cytotoxicity, actives largely listed as inhibitors | NIH 3T3 viability, CellTiter-Glo ATP luminescence, 48-72 h; further: potency means the concentration at half of the fitted maximal effect; nearly all actives have a fitted effect of over 55% in size
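First NIH 3T3 cells are plated at 400 cells/well; next compound is pinned in; then plates incubate 48 or 72 hr at 37 °C; finally CellTiter-Glo is added and luminescence read after 10 min.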
SNCA expr inh: Primary qHTS assay for inhibitors of alpha-synuclein gene (SNCA) expression; HEK-293 SNCA-luciferase knock-in, luminescence, 24 h; 0.17% of 140,000 active; Potency, µM (highest dose often 57.2 µM), without a hit: at the top dose activity change, negative = inhibition, usual class: inhibitors;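 further: potency means the concentration at half of the fitted maximal effect; plate controls were DMSO cells for no effect and cell-free wells for full effect; nearly all actives have a fitted effect of over 45% in size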
FLuc inh: Firefly luciferase inhibition profiling of diverse chemical library using quantitative high-throughput screening | 2.5% of 76,000 active | Potency, µM (doses to about 115 µM), without a hit: at the top dose activity change, negative = inhibition, most hits filed as inhibitors | purified P. pyralis luciferase, luminescence, biochemical; further: potency means the concentration at half of the fitted maximal effect; nearly all actives have a fitted effect of over 65% in size
Target sequence (P08659 whole entry, looked up): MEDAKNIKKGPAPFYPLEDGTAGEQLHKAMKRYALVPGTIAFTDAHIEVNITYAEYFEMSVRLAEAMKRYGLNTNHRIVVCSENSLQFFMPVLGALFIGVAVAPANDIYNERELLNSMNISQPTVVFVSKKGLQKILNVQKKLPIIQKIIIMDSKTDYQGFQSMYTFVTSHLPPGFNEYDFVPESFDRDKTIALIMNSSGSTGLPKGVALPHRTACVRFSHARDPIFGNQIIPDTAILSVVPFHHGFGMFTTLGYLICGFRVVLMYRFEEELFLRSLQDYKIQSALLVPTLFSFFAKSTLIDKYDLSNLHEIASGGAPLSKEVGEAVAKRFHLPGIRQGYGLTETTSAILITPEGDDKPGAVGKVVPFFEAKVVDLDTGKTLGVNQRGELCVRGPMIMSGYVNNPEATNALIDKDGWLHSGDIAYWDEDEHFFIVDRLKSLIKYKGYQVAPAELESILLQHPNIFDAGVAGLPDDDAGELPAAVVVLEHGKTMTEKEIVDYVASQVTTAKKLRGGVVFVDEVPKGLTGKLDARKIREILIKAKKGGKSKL
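FLuc 10nM, D-luciferin 10uM, ATP 10uM, Mg acetate 10mM, Tris acetate pH 7.5, Tween/BSA; cpd qHTS; enzyme added last; CCD luminescence.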
HEK cytotox: Cytotoxic Profiling in HEK 293 Cell Line of Diverse Libraries Using Quantitative High-Throughput Screening; HEK 293 viability, ATP luminescence (CellTiter-Glo), 48-72 h; Potency, µM (doses to about 115 µM), without a hit: at the highest dose activity change, negative = cytotoxicity, usual class: inhibitors; 6.6% of 94,000 active; AID 1345083, 2018; further: potency means the concentration at half of the fitted maximal effect; nearly all actives have a fitted effect of over 60% in size
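Cells seeded first (HEK 293, 250 cells/well), then compound added by pintool. Incubation ran 48 or 72 hr at 37 degree Celsius. CellTiter-Glo was added and luminescence imaged after 10 min at room temperature.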
* hit, by the source's call; i = inactive; ? = inconclusive; / = not tested or not shown; & = joins results of further samples; [ ] = another dose, or the depositor's remark. Unless noted, the call rests on the fitted dose curve; in most records, active means well fitted curve in the direction sought with a large enough effect; inconclusive means small, poorly fitted or top-dose-only effect, or another doubt; inactive means no such curve, though single readings can be large; an effect the other way counts as inactive or inconclusive. Unless noted, on the % scale 0 is the no-effect control and ±100 the full control effect.

compound,HEK cytotox,IP6K1 inh,NIH3T3 tox,SNCA expr inh,GPT2 inh,FLuc inh,HEK293 viab
COc1ccc(-n2cc(CN3CCCC(CO)C3)c(-c3cccc(F)c3)n2)cc1 (centres undefined),?,-6,?,-24%,i,?,-10%
Cc1oc2ncn(CC(C)C)c(=O)c2c1C(=O)Nc1ccc(Cl)cn1,/,13,/,41%[activator],/,/,8%
CCOc1ccccc1CN1CCC2(CCN([S+](=O)([O-])c3cccs3)CC2)Oc2ccccc21,-26%,0,?,-8%,i,-6%,-28%
CCc1ccc2c(c1)-c1ccccc1S(=O)(=O)N2CC(=O)N1CCC(C)CC1,/,-6,/,146%[activator],/,/,?
COCCNC(=O)C1CCCN(Cc2cccc(-c3ccc(F)cc3F)c2)C1 (centres undefined),?,4,?,6%,?,/,9%
CC1(C)C(=O)N(Cc2ccccc2)[C@H]2CN(Cc3ccc(C(=O)O)cc3)C[C@H]2[S+]1(=O)[O-],i,2,?,21%,1%,1%,-1%
Cc1ccc(NC(=O)C2N(C(C)C)C(=O)C23CCCC3)cc1 (centres undefined),-5%,-11,i,46%[activator],i,-22%,1%
Brc1c(Br)c(Br)c2n[nH]nc2c1Br,/,/,/,2%,-9%,/,12%
CCNc1ncc(C(=O)N2C[C@@H](NS(C)(=O)=O)[C@H](C(C)C)C2)cn1,-16%,1,2%,1%,3%,5%,-1%
CC(C)c1ccccc1OCC(=O)c1ccc2c(c1)N(CC(=O)N1CCCCC1)C(=O)CO2,?,9,?,16%,i,1%,-23%
CCOC(=O)C1CCCN(C(=O)c2ccc(-n3ccc4ccccc43)s2)C1 (centres undefined),/,-3,/,2%,/,/,2%
CN1CCN([C@H]2CCN(C(=O)c3c(Cl)cnn3C)C[C@H]2CCC(=O)O)CC1,-5%,-12,-9%,1%,i,-4%,4%
COc1ccc(CCN2C(=O)c3[nH]nc(-c4ccccc4O)c3C2c2ccccc2)cc1 (centres undefined),/,8,/,-33%,/,/,-23%
O=C(O)c1cc(-c2ccc3c(c2)OCCO3)cc(S(=O)(=O)N2CCOCC2)c1,i,18,?,5%,-2%[11.5 µM],4%,2%
Cc1ccc(NC(=O)Cn2c(=O)oc3cc(S(=O)(=O)N4CCC(C)CC4)ccc32)cc1Cl,/,-10,/,-20%,/,/,4%
CC(=O)N1CCN(C(=O)C[C@@H]2c3nc(-c4ccsc4)sc3C[C@@H]3[C@](C)(CO)[C@H](O)CC[C@]32C)CC1,-7%,-13,?,-26%,-8%,4%,-5%
COc1cccc(C(=O)N2CCc3nc(C4CC4)nc(-c4ccc(Cl)cc4)c3C2)c1,?,5,?,?,-20%,2%,-19%
CCN1CCN(c2ccc(-c3cccc(N)c3)nn2)CC1,?,-17,?,?,i,14µM*,1%
O=C(CCc1nnn2c1CN(C(=O)Nc1ccc3c(c1)OCCO3)CC2)N1CCCC1,-6%,15,-13%,?,3%,-1%,2%
COc1ccc2oc(=O)cc(CN3CCN(C(=O)c4ccccc4Br)CC3)c2c1,/,-6,/,51%,/,/,8%
O=C(NCCc1ccccc1Cl)c1ccc2c(c1)nc1n2CCOC1,/,27,/,-56%,/,/,-1%
O=C(N1CCOCC1)N1CCCC1c1nnc2n1CCNC2 (centres undefined),i,5,i,10%,-13%,/,8%
Cc1ccc(-c2c(C(=O)NCCc3ccc(Cl)cc3)oc(=O)c3ccccc23)cc1,/,3,/,?,/,/,?
O=C(Nc1ccccc1C(=O)OCc1cc(=O)n2c3c(sc2n1)CCCC3)c1cccc(Cl)c1,/,10,/,17%,/,/,3%
O=C(c1cccc(Cl)c1)N1CCN(c2cc(-c3ccc(Cl)cc3)[nH]n2)CC1,45µM*,3,35µM*,-29%,0%,-1%,-24%
Cc1c(C(=O)NCc2cccnc2)nn(-c2ccc(Cl)cc2Cl)c1-c1ccc(Cl)cc1,/,3,/,/,-18%,/,-21%
N#Cc1cccc(NC(=O)N2Cc3[nH]cnc3C[C@H]2c2nc(-c3cccc([N+](=O)[O-])c3)no2)c1,?,2,?,4%,-5%,0%,-14%
Cc1cc(S(=O)(=O)N2C[C@@H](F)C[C@H]2C(=O)N2CCCCC2)ccc1F,10%,0,i,7%,i,-1%,-2%
COC1OC(O)C2(CCC3(O2)C(C)CC2OC(=O)C4(C)CCCC3(C)C24)C1O (centres undefined),/,5,/,/,?,/,-17%
Cc1nc2c(c(C)c1CCC(=O)Nc1cccc(C(F)(F)F)c1)c(=O)n(C)c(=O)n2C,/,8,/,46%[activator],/,/,-6%

Compound profiles, as listed above. Screens in order: HEK cytotox | IP6K1 inh | NIH3T3 tox | SNCA expr inh | GPT2 inh | FLuc inh | HEK293 viab
Brc1c(Br)c(Br)c2n[nH]nc2c1Br across the screens: / | / | / | 2% | -9% | / | 12%
CC(=O)N1CCN(C(=O)C[C@@H]2c3nc(-c4ccsc4)sc3C[C@@H]3[C@](C)(CO)[C@H](O)CC[C@]32C)CC1 across the screens: -7% | -13 | ? | -26% | -8% | 4% | -5%
O=C(Nc1ccccc1C(=O)OCc1cc(=O)n2c3c(sc2n1)CCCC3)c1cccc(Cl)c1 across the screens: / | 10 | / | 17% | / | / | 3%
CN1CCN([C@H]2CCN(C(=O)c3c(Cl)cnn3C)C[C@H]2CCC(=O)O)CC1 across the screens: -5% | -12 | -9% | 1% | i | -4% | 4%

Continuation:
compound,HEK cytotox,IP6K1 inh,NIH3T3 tox,SNCA expr inh,GPT2 inh,FLuc inh,HEK293 viab
CCCN(C(=O)c1cc2c(s1)-c1c(C)cccc1OC2)c1ccc(OCC)cc1,/,1,/,-13%,/,/,1%
CCC(CC)C(=O)Nc1ccccc1SCc1cc(=O)c2cccc(C)c2[nH]1,/,4,/,12%,/,/,-12%
COc1cccc(N2C(=O)NC(=NC3CCCCC3)C23CCN(C(=O)c2ccc(C(F)(F)F)cc2)CC3)c1,-27%,-6,-23%,-1%,i,/,1%
COc1cccc(NC(=O)C2CCCN(S(=O)(=O)c3c(C)[nH]c(=O)[nH]c3=O)C2)c1 (centres undefined),/,-12,/,13%,/,/,10%
O=C(Nc1ccncn1)[C@@H]1C[C@@H](c2ccc(F)cc2)N(CCOc2ccccc2)C1,?,2,?,-23%[87.6 µM],-1%[88.5 µM],-8%[172 µM],-9%[87.6 µM]
CN(Cc1ccc(F)cc1)C1CCc2ccccc21 (centres undefined),1%&-5%[172 µM],-8&-2,-6%&-7%[138 µM],-21%&16%[87.6 µM],4%&-3%[88.5 µM],8%&1%[172 µM],12%&3%[87.6 µM]
OCCC1CN(Cc2cccn2-c2ccccn2)CCN1Cc1cccs1 (centres undefined),-10%,9,i,-6%,i,7%,7%
COc1ccc(C(=O)N2CCCN(CCn3nc4n(c3=O)CCCC4)CC2)cc1,-16%,9,-10%,/,/,/,/
CCN(C(=O)CCS(=O)(=O)c1cccc2nsnc12)c1cccc(C)c1,/,21,/,-17%,/,/,18%
Cc1nnc(-c2cc(N3CCN(c4ccccn4)CC3)ccn2)n1C1CCCCC1,?,-4,?,-16%[87.6 µM],i,2%[172 µM],1%[87.6 µM]
O=S1(=O)NC2(CCCN(Cc3ccc(F)cc3)C2)COc2ccccc21 (centres undefined),?,8,?,8%,4%,/,-6%
COc1ccc(CN2CCC3(C2)C(=O)N(c2ccccc2)c2ccccc23)cc1 (centres undefined),50µM*,-4,?,?,i,/,-28%
O=C(NC1CCCCC1)N1Cc2[nH]cnc2C[C@H]1c1nc(-c2ccc(Cl)cc2)no1,i,4,-27%[174 µM],?,-24%[88.5 µM],?,-6%[87.6 µM]
CC[C@@]1(O)CCN(CC(=O)NCc2cc(C(=O)O)ccc2C)C[C@H]1O,3%,9,-9%,0%,i[11.5 µM],1%,3%
CN(C)C(=O)N1CCC2(CC1)CN(C(=O)Cc1cccc(O)c1)Cc1ccccc1O2,-22%,-3,-28%,26%,i,/,-11%
C#CCN(Cc1nc(-c2ccc(OC)c(C)c2OC)oc1C)C1CCCCC1,?,14,?,-23%,i,4%,-4%
Cc1noc(C)c1S(=O)(=O)N1CCCC(CCc2ccc(F)c(F)c2)C1 (centres undefined),45µM*,9,?,20%,i,-11%,6%
Cc1cccc(-c2nc3ccc(C(=O)N4CCCCC4)cc3o2)n1,?,-18,10µM*,7.9µM*,?,/,-1%
CCCCC(=O)Nc1cc(NC(=O)C(C)NS(C)(=O)=O)ccc1OC (centres undefined),2%,-6,-5%,-7%,4%,0%,4%
O=c1oc(Cl)c(Cl)c2ccccc12,/,/,/,-8%,-14%,/,-1%
O=C(Cn1ncc2c([nH]c3ccccc32)c1=O)Nc1cccc(C(F)(F)F)c1,/,-7,/,6%,/,/,-3%
CN(C(=O)NCc1ccco1)C1CCc2nn(C)c(=O)n2CC1 (centres undefined),i,-4,0%,-4%,i,-10%,16%
Cc1ccc2c(n1)N(C)[C@H](CO)CCN(Cc1ccc(Cl)cc1)C2,71µM*,-5,?,-1%[87.6 µM],?,-2%[172 µM],-1%[87.6 µM]
O=C1Nc2ccccc2OCC12CCN(Cc1ccncc1)CC2,?,22,-18%[138 µM],1%[87.6 µM],3%[88.5 µM],-4%[172 µM],-8%[87.6 µM]
CCC(=O)N1CCc2ccc(C(=O)N3CCCCC3)cc21,2%,-10,i,?,i,1%,-13%
COC(=O)c1ccc(CN2C(=O)[C@@H]3C[C@@H](O)CN3C3(CN(Cc4ccc(OC)c5ccccc45)C3)C2=O)cc1,?,-5,79µM*,-29%,-11%,-7%,-20%
CCCc1cncnc1N1CCN(C2CCN(Cc3ccco3)CC2)CC1,i,0,-3%,42%[activator],-16%,-1%,21%
O=C1NCCCCCCN(C(=O)COc2ccc(F)cc2)[C@H]2CCC[C@@H]12,-18%,0,-23%,3%,i,-16%,-8%
O=C(C[C@H]1NC(=O)c2ccccc2NC1=O)Nc1cccc2ncccc12,-2%,16,i,-7%,i,-2%,-3%
CCOc1ccccc1C1NC(=O)N(CC(=O)Nc2cccc(SC)c2)C2=C1C(=O)OC2 (centres undefined),?,-6,?,4%,-4%,-8%,-1%
Cc1ccc(CSC2=Nc3ccccc3C3=NC(CCC(=O)NCCc4ccccc4)C(=O)N23)cc1 (centres undefined),/,-3,/,-20%,/,/,?
